# PME-1 primary: blocks human protein phosphatase methylesterase 1 | inhibition, % at 5.9 µM | AID 2130 | 320,000 compounds, 0.53% hits | Q9Y570 | recombinant PME-1, FP-Rh probe fluorescence polarization;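 active means inhibition above the campaign mean of all compounds plus 3 SD, cut at about 26% in these data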;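 further: competitive labeling of PME-1 active site by serine hydrolase directed probe; 0% = PME-1 with DMSO and 100% = wells lacking PME-1 enzyme; inhibitors block probe labeling so polarization falls and inhibition rises; many of its hits are not listed in these tables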
# PAFAH1B2 inh: PAFAH1B2 (human) inhibition; P68402; recombinant PAFAH1B2, FP-rhodamine activity probe, fluorescence polarization; inhibition, % at 3.39 µM; 340,000 compounds, 1.2% hits; AID 492953;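 active means inhibition above the mean of all tested compounds plus 3 SD, cut at about 24% in these data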;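 further: 0% = enzyme with DMSO and 100% = wells lacking PAFAH1B2; many of its hits are not listed in these tables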
# Target sequence (P68402 whole entry, looked up): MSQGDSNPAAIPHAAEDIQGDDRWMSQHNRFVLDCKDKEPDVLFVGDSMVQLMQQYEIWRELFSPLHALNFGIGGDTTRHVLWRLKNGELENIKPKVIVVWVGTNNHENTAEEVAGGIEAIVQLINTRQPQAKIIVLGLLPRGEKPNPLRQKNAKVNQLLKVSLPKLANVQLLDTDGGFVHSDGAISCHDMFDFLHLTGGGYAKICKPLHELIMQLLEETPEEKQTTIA
# AHR act: activators of human aryl hydrocarbon receptor | P35869 | AHR-responsive luciferase reporter cells, luminescence | activation, % at 5 µM | 320,000 compounds, 2.5% hits; in the data active means activation above about 47%;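 further: 0% = vehicle wells and 100% = reference agonist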
# Fam108B inh: blocks mouse Fam108B hydrolase in RBBP9 counter-screen; recombinant Fam108B, FP-Rh probe fluorescence polarization; inhibition, % at 9.51 µM; 300,000 compounds, 0.33% hits;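 active means inhibition above the screen mean inhibition plus 3 SD, computed separately per campaign, cut at about 18% in these data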;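 further: inhibitors lower polarization as less probe binds the enzyme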
# GLD-1 RNA inh: GLD-1-TGE RNA interaction inhibition (C. elegans) | purified GLD-1 + fluorescein TGE RNA, fluorescence polarization | inhibition, % at 5.96 µM | 320,000 compounds, 0.44% hits | AID 2280;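 active means percent inhibition above a per-plate cutoff, the plate mean of test compounds plus 3 SD, cut at about 30% in these data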;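 further: 0% = DMSO wells with GLD-1 and probe and 100% = wells lacking GLD-1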
# MCL1-BIM inh: disrupts human MCL1 binding to BIM-BH3 peptide. AID 2057. GST-MCL1 / FITC-Bim-BH3 fluorescence polarization. inhibition, % at 10.9 µM. Q07820. 320,000 compounds, 0.68% hits;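 active means inhibition above the mean inhibition of all tested compounds plus 3 SD, set per campaign, cut at about 40% in these data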;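 further: 0% = DMSO wells and 100% = unlabeled Bim-BH3 peptide control; higher means more loss of mP so more displacement of Bim peptide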
# BCLXL inh: Bcl-xL (human) inhibition; AID 2129; inhibition, % at 10.9 µM; GST-Bcl-xL / FITC-Bim BH3 peptide fluorescence polarization; 320,000 compounds, 0.7% hits; Q07817;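 active means inhibition above the mean of all tested compounds plus 3 SD, cutoff set per campaign, cut at about 30% in these data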;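 further: 0% = DMSO wells and 100% = unlabeled Bim-BH3 peptide competitor; inhibitors lower millipolarization by displacing the labeled peptide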
# Target sequence (Q07817 whole entry, looked up): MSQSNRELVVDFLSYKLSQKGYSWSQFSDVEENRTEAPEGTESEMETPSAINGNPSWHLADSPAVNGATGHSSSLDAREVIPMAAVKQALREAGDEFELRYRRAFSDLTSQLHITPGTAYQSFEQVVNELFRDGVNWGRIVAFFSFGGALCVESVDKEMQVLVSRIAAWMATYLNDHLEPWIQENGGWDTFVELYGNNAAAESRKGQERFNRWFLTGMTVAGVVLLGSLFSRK
# pPAFAH FP inh: inhibitors of human plasma PAF acetylhydrolase (pPAFAH); 330,000 compounds, 1.5% hits; recombinant pPAFAH, FP-rhodamine probe fluorescence polarization; Q13093; inhibition, % at 3.39 µM;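 active means inhibition above the mean inhibition across the screen plus 3 SD, cut at about 25% in these data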;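 further: inhibitors block binding of the rhodamine activity-based probe so polarization drops; 0% = enzyme with DMSO and 100% = wells lacking pPAFAH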
# MEX-5 binding: C. elegans MEX-5 TCR-2 RNA binding activity | Q9XUB2 | MEX-5/FITC-TCR2 RNA binding, fluorescence polarization; hits give low values | activity score (negative = inhibition of binding), % at 10 µM | 300,000 compounds, 0.38% hits | AID 1832;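 active means inhibition past about -25% in most replicates, and total fluorescence under double the plate's negative control median, limit read from the data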;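 further: 0% = DMSO and -100% = 5 µM competing unlabeled TCR2 RNA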
# Target sequence (Q9XUB2 whole entry, looked up): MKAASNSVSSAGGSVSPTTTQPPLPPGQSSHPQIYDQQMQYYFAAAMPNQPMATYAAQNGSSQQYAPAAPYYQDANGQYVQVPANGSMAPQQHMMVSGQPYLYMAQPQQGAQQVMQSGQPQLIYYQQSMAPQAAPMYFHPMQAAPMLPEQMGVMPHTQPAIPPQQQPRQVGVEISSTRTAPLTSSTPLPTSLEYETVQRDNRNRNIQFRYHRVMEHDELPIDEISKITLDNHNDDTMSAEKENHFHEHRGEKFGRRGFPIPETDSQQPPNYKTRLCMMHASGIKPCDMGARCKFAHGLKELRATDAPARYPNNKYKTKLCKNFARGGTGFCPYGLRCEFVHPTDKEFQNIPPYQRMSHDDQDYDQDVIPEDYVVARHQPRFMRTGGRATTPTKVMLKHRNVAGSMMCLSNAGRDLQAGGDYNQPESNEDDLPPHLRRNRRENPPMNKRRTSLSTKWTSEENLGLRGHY
# * hit, by the source's call; nt = not tested or not shown.
SMILES,PME-1 primary,PAFAH1B2 inh,AHR act,Fam108B inh,GLD-1 RNA inh,MCL1-BIM inh,BCLXL inh,pPAFAH FP inh,MEX-5 binding
Cc1cc(Cl)ccc1NC(=O)CN1CCCC1,-2,4,9,2,2,17,4,-1,-1.2
O=C(CCCN1C(=O)c2ccccc2C1=O)Nc1ccccn1,-2,5,-4,-4,6,-3,2,1,0.4
N#Cc1ccc(-c2c(-c3ccccc3)ncc3cc(F)ccc23)cc1,0,-2,0,nt,1,-9,-6,2,nt
COc1ccc(-c2cn3cc(C)ccc3n2)cc1Br,-4,-1,4,1,3,17,9,4,0.8
Cc1cc(C)nc(NC(=O)c2c(C(=O)O)noc2C)n1,-5,-5,3,0,8,0,6,1,0.8
Cn1c(N)c(C(=O)CSc2ncn[nH]2)c(=O)n(C)c1=O,-5,1,-2,-4,-3,-1,-4,3,-0.4
CC(C)(C)NC(=O)NC(=O)COC(=O)CNC(=O)c1cccc(F)c1,-4,-3,-1,2,2,-5,-5,1,-0.2
Cc1cccc(N/C=C(\[N+](=O)[O-])S(=O)(=O)c2ccccc2)c1,3,8,-2,2,2,2,7,3,1.1
Cc1ccc(C(=O)OCC(=O)NNC(=O)COc2ccc(Cl)cc2)c(O)c1,-2,9,1,-1,5,8,6,9,0.7
CC(=O)c1cccc(NC(=O)CN(c2cccc(F)c2)S(C)(=O)=O)c1,-1,4,3,-2,-2,1,6,2,-3.2
O=C(COC(=O)c1ccc(Cl)cc1)NC1CCCCCC1,-10,4,0,nt,-2,-6,1,9,nt
COC(=O)c1cc(-c2cccc(OC)c2)on1,-10,11,3,2,-1,-2,4,-1,1.8
CN(C)c1oc(-c2ccccc2F)nc1C#N,4,5,-2,-1,8,7,5,-1,-0.3
CN(C)C(=S)Nc1cccc(F)c1,9,nt,0,0,6,10,4,1,-1.0
COc1ccccc1CC(=O)Nc1ncc(C)s1,4,5,14,1,3,3,4,1,0.1
O=C(Cn1cnc2ccccc21)OCC(=O)N1CCCCC1,nt,1,4,nt,4,nt,nt,-2,nt
COCCn1c(C)cc(C(=O)COC(=O)c2ccc(Cl)c(S(N)(=O)=O)c2)c1C,-4,8,1,25*,4,2,2,-8,-2.6
Cc1ccc(NC2=C([N+](=O)[O-])CS(=O)(=O)C2)cc1,4,4,3,2,4,4,4,20,3.1
N#Cc1cnn(CC2CCCCC2)c1N,3,10,3,-1,-4,11,9,-3,-1.5
CCOc1ccc(NC(=O)CCC(=O)Oc2ccc(C)cc2)cc1,4,3,3,-2,-2,-11,-1,0,-3.8
Cc1cccc(N2CCN(CC(=O)Nc3ccc(-n4cnnn4)cc3)CC2)c1C,-6,4,0,6,7,-3,0,5,-1.4
Cc1nn(C(=O)c2ccccc2)c2c1C(=O)CC(C)(C)C2,1,-4,3,3,1,-2,-1,-3,1.9
CCC(C)[C@H](Nc1nc(-c2ccccc2)nc2c1oc1ccccc12)C(=O)O (stereo partly specified),-12,4,8,-8,-1,4,6,-2,-0.1
CCC(c1nnc(SCC(=O)Nc2nnc(-c3ccccc3)o2)o1)N(C)C (stereo unspecified),-1,5,2,4,-11,4,5,-1,-17
CC(C)c1ccc(NC(=O)CSc2n[nH]c(=O)n2-c2cccnc2)cc1,2,4,12,-3,3,3,6,4,1.1
COc1ccccc1/C=N/Nc1nccnc1Cl,-3,0,14,-2,1,-3,-2,1,-0.2
Cc1cccc(C)c1NC(=O)CN1C(=O)COc2ccccc21,-6,2,-1,-3,-2,2,-6,-1,0.5
CC1CCc2sc(C(=O)Nc3ccc(N4CCOCC4)cc3)cc2C1 (stereo unspecified),3,-3,-1,4,-6,0,6,18,-0.9
CCCOC(=O)N[C@@H]1C(=O)N2C(C(=O)OCCC)=C(C)CS[C@H]12,2,3,0,-3,8,3,1,1,-3.9
CO/N=C/C(C(C)=O)C(=O)Nc1ccc(Cl)cc1Cl (stereo unspecified),-1,-5,2,1,-9,3,-1,3,0.2
C/C(=N\O)c1cccc(Br)c1,-1,7,4,2,4,-3,0,8,-1.0
CCc1cc2cccc(C)c2nc1SCC(=O)Nc1nonc1C,-1,5,3,-2,2,8,3,-1,-0.9
COc1cccc(/C=N/NC(=O)c2ccc3nc[nH]c3c2)c1,-3,4,5,1,4,4,4,-1,14
CCCNC(=O)C(Cc1ccc(Cl)cc1)NC(=O)c1ccc(-c2ccccc2)cc1 (stereo unspecified),-5,-2,0,nt,-2,-6,0,0,nt
CCc1n[nH]c2c1/C(=N\O)CC(c1ccccc1)C2 (stereo unspecified),-1,6,1,-4,-5,-1,2,7,3.3
CCN1CCN(C(=O)C(Cc2ccccc2)NC(=O)c2ccc(Cl)c(S(=O)(=O)N(C)C)c2)CC1 (stereo unspecified),nt,1,1,nt,-1,nt,nt,5,nt
O=C(NC1CCCc2ccccc21)c1ccc(Cl)nc1 (stereo unspecified),0,1,5,5,-4,4,1,-4,-4.6
CC1CC2(CC(C)(C(=O)CSc3nc4ccccc4s3)OC2=O)C(=O)O1 (stereo unspecified),-2,6,8,2,5,5,4,9,-0.7
Cc1cc(C)n2nc(SC(C)C(=O)N(C)c3ccccc3)nc2n1 (stereo unspecified),-2,-2,0,nt,4,7,-1,4,nt
O=C(O)CCC(=O)NCC1OCCc2ccccc21 (stereo unspecified),3,-7,0,-1,12,-4,2,1,-0.2

# Three compounds from above, arranged by their value in GLD-1 RNA inh, lowest first:
structure	PME-1 primary	PAFAH1B2 inh	AHR act	GLD-1 RNA inh	MCL1-BIM inh	BCLXL inh	pPAFAH FP inh	MEX-5 binding
CCc1n[nH]c2c1/C(=N\O)CC(c1ccccc1)C2 (stereo unspecified)	-1	6	1	-5	-1	2	7	3.3
CCN1CCN(C(=O)C(Cc2ccccc2)NC(=O)c2ccc(Cl)c(S(=O)(=O)N(C)C)c2)CC1 (stereo unspecified)	nt	1	1	-1	nt	nt	5	nt
CCCOC(=O)N[C@@H]1C(=O)N2C(C(=O)OCCC)=C(C)CS[C@H]12	2	3	0	8	3	1	1	-3.9

# (listing goes on)
SMILES,PME-1 primary,PAFAH1B2 inh,AHR act,Fam108B inh,GLD-1 RNA inh,MCL1-BIM inh,BCLXL inh,pPAFAH FP inh,MEX-5 binding
CSc1ncccc1C(=O)Nc1cccc(S(=O)(=O)N(C)c2ccccc2)c1,3,6,1,nt,5,0,2,0,nt
Oc1nc(-c2ccc(Br)cc2)n2ccncc12,-1,1,16,1,4,-6,1,0,-3.6
COc1ccc(N2CC(C(=O)N/N=C/c3c[nH]c4ccccc34)CC2=O)cc1 (stereo unspecified),9,8,38,-1,8,-2,0,1,-1.9
Cc1cc(NC(=O)CSc2nnnn2-c2ccc(C)c(Cl)c2)no1,2,5,1,-3,6,-1,-2,3,1.4
CCOC(=O)[C@H]1[C@H]2COc3ccc(Br)cc3[C@@H]2N2C(=O)c3cc(OC)c(OC)cc3NC(=O)[C@@]12C,-5,-3,-3,1,6,1,-1,4,nt
Cc1cc(F)ccc1NC(=O)c1cccnc1,2,3,0,4,-9,6,4,3,3.2
O=C(COC(=O)c1ccc(Br)o1)c1ccc(S(=O)(=O)N2CCCCC2)cc1,2,0,-1,nt,-1,0,-2,5,nt
COc1ccc(NC(C)C(=O)N/N=C/c2ccc([N+](=O)[O-])s2)cc1 (stereo unspecified),-1,1,2,1,5,0,-1,4,2.7
COc1ccccc1OCc1nc(-c2cccc([N+](=O)[O-])c2)no1,-3,9,9,1,0,3,8,6,1.4
O=C1C=C(c2ccccc2)C(=O)N1Nc1ccccc1,-5,-3,0,0,-1,7,8,3,-1.0
O=C(Nc1ccccc1N1CCOCC1)C1Cc2ccccc2CN1C(=O)c1ccco1 (stereo unspecified),0,4,22,1,1,-5,3,3,2.5
O=C(CCCN1C(=O)/C(=C/c2cccc(Br)c2)SC1=S)Nc1ccccn1,-10,-3,-2,-6,0,7,4,1,-0.4
CS(=O)(=O)c1ncc(CO)n1Cc1ccccc1,6,2,-1,0,9,11,5,-2,1.4
Cc1cc(C[n+]2ccsc2N)c2ncccc2c1,0,4,4,0,1,-2,2,9,2.2
CCOC(=O)c1nnn(-c2nonc2-n2cccc2)c1-c1cccc([N+](=O)[O-])c1,-1,3,-1,-2,-9,-2,-1,5,0.5
CC(C)Cc1nc2oc3c(=O)[nH]cnc3c2c2c1CCC2,3,7,6,6,-6,9,9,9,-1.5
Cc1cccc(NC(=O)CN2C(=O)c3ccccc3S2(=O)=O)n1,4,-4,-2,-2,-1,4,0,4,1.2
Oc1ccc(N=Nc2n[nH]c(-c3ccc(Br)cc3)n2)cc1,-75,3,17,4,-8,-8,-3,9,-3.9
COc1cc2c(cc1OC)C1=C(C#N)CCC(=NC(=O)c3ccco3)N1CC2,-1,-1,2,1,6,3,4,-1,-0.5
Nc1nc(NC2CCCCC2)nc(NCCO)c1[N+](=O)[O-],-4,5,2,-2,-4,-3,-2,-2,0.9

# Molecules from the list above that have a Cl atom:
SMILES,PME-1 primary,PAFAH1B2 inh,AHR act,Fam108B inh,GLD-1 RNA inh,MCL1-BIM inh,BCLXL inh,pPAFAH FP inh,MEX-5 binding
Cc1cc(Cl)ccc1NC(=O)CN1CCCC1,-2,4,9,2,2,17,4,-1,-1.2
Cc1ccc(C(=O)OCC(=O)NNC(=O)COc2ccc(Cl)cc2)c(O)c1,-2,9,1,-1,5,8,6,9,0.7
O=C(COC(=O)c1ccc(Cl)cc1)NC1CCCCCC1,-10,4,0,nt,-2,-6,1,9,nt
COCCn1c(C)cc(C(=O)COC(=O)c2ccc(Cl)c(S(N)(=O)=O)c2)c1C,-4,8,1,25*,4,2,2,-8,-2.6
COc1ccccc1/C=N/Nc1nccnc1Cl,-3,0,14,-2,1,-3,-2,1,-0.2
CO/N=C/C(C(C)=O)C(=O)Nc1ccc(Cl)cc1Cl (stereo unspecified),-1,-5,2,1,-9,3,-1,3,0.2
CCCNC(=O)C(Cc1ccc(Cl)cc1)NC(=O)c1ccc(-c2ccccc2)cc1 (stereo unspecified),-5,-2,0,nt,-2,-6,0,0,nt
CCN1CCN(C(=O)C(Cc2ccccc2)NC(=O)c2ccc(Cl)c(S(=O)(=O)N(C)C)c2)CC1 (stereo unspecified),nt,1,1,nt,-1,nt,nt,5,nt
O=C(NC1CCCc2ccccc21)c1ccc(Cl)nc1 (stereo unspecified),0,1,5,5,-4,4,1,-4,-4.6
Cc1cc(NC(=O)CSc2nnnn2-c2ccc(C)c(Cl)c2)no1,2,5,1,-3,6,-1,-2,3,1.4

# Only part of the results is shown; count on the stated rates, not on these rows.
